High-throughput results: PubChem BioAssay, The Scripps Research Institute Molecular Screening Center
DAX1 inh-1: DAX1 (NR0B1) inhibition, primary screen; inhibition, % at 6.8 µM; 370,000 tested, 1.1% active; AID 652010; HEK293T StAR-luciferase reporter, SF-1/DAX-1 repression relief;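 active means inhibition above the mean over all tested compounds plus 3 SD, cut at about 3.6% in these data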;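 further: 0% = DAX-1 cells with DMSO and 100% = cells lacking DAX-1 with DMSO; higher inhibition means more luminescence from relief of DAX-1 repression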
hgDAF12 agonist: agonists of H. glycines DAF-12 nuclear receptor; activation, % at 6.8 µM; 370,000 tested, 1.8% active; HEK293 GAL4-hgDAF12 UAS-luciferase reporter, agonist luminescence; normalized to butyrate control;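 active means activation above a cutoff set at the mean of all screened compounds plus 3 SD, cut at about 10% in these data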;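 further: 0% = DMSO wells and 100% = sodium butyrate wells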
FXN GAA850 act: activators of GAA850 frataxin (FXN) promoter; activation, % at 6 µM; AID 540364; HEK293 lucGAA850 FXN promoter luciferase reporter, 24 h; percent of 10 µM SAHA response; 360,000 tested, 0.56% active;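 active means activation above the average of all compounds screened plus 3 SD, cutoff fixed separately per campaign, cut at about 7.5% in these data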;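 further: 0% = DMSO wells and 100% = 10 µM SAHA wells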
ssDAF-12 act: activators of S. stercoralis DAF-12 nuclear receptor; HEK293 ssDAF-12/GRIP1 lit1-tk-luc reporter, luminescence; % of 3 µM dafachronic acid response; activation, % at 6.8 µM; 370,000 tested, 1% active;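 active means activation above the mean over all tested compounds plus 3 SD, cut at about 0.9% in these data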;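 further: 0% = DMSO-only wells and 100% = 3 µM delta7-dafachronic acid wells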
hcDAF-12 act: activates DAF-12 receptor from parasite H. contortus. HEK293 hcDAF-12 lit1-tk-luc reporter, luminescence; 0% DMSO, 100% Δ7-dafachronic acid. activation, % at 6.8 µM. 370,000 tested, 1.4% active. AID 652067;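 active means activation above the mean of all tested compounds plus 3 SD, cut at about 5.5% in these data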;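 further: 100% = response to 3 µM Δ7-dafachronic acid high control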
ADAM10 inh: inhibits human ADAM10 | recombinant ADAM10, EDANS/DABCYL FRET peptide cleavage, 3 h | inhibition, % at 7 µM | 370,000 tested, 0.62% active | AID 720582;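 active means inhibition above a per-campaign cutoff equal to the mean of compounds falling between control-based bounds plus 3 SD, cut at about 20% in these data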;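 further: 0% = DMSO wells while the 100% control is not disclosed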
Target sequence (O14672 214-748 limits assumed): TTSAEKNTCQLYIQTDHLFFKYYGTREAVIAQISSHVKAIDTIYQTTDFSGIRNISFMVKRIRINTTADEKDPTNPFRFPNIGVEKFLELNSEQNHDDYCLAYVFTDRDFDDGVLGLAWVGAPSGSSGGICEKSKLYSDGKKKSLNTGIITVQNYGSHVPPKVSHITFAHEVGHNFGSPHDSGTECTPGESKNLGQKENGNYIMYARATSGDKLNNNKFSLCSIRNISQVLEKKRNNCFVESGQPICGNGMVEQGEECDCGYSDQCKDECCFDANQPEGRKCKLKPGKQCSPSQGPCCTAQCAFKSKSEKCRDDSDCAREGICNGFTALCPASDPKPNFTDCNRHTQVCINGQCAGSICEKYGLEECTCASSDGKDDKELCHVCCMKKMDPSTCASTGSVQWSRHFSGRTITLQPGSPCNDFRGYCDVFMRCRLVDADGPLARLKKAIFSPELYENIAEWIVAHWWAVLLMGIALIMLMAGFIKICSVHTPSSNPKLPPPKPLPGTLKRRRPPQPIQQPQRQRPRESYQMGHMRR
sPLA2-III inh: Inhibits HGIII-sPLA2 liposome hydrolysis, primary screen; 370,000 tested, 0.56% active; inhibition, % at 12.2 µM; Q9NZ20; QFRET BODIPY PC-A2 liposome hydrolysis, fluorescence;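 active means inhibition above mean plus 3 SD of compounds lying within the high and low control bounds, cut at about 19% in these data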;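 further: 0% = median of test compound wells and 100% = no enzyme DMSO wells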
ADAM17 inh: inhibitors of human ADAM17; AID 720648; recombinant ADAM17, EDANS/DABCYL FRET peptide cleavage; P78536; inhibition, % at 6.95 µM; 370,000 tested, 0.83% active;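 active means inhibition above the mean of compounds lying between control limits plus 3 SD, set per campaign, cut at about 8.5% in these data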;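 further: 0% = DMSO-only wells as the low control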
DAX1 inh-2: NR0B1 (DAX1) inhibition | HEK293 Gal4-DAX1 luciferase reporter, luminescence | P51843 | AID 504766 | inhibition, % at 6.75 µM | 340,000 tested, 0.99% active;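 active means inhibition above the mean over all tested compounds plus 3 SD, cut at about 4.2% in these data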;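 further: 0% = DAX1-transfected cells with DMSO and 100% = empty-vector control cells with DMSO; inhibition shows as a rise in luminescence from relieved DAX1 repression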
Target sequence (P51843 207-470 limits assumed): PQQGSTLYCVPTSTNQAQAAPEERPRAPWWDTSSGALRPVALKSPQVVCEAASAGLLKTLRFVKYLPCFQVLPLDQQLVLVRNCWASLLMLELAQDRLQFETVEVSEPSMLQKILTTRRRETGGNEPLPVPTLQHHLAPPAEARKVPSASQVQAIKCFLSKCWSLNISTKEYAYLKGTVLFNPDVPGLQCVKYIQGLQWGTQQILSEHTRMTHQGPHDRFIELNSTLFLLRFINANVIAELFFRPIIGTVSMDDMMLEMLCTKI
PLCb3 inh: inhibitors of human phospholipase C beta3; Q01970; Purified PLC-beta3, fluorogenic substrate, fluorescence; inhibition, % at 12.2 µM; 370,000 tested, 0.18% active; AID 720704; in the data active means inhibition above about 11%;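 further: 0% = median of compound wells on plate and 100% = full blocker control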
PLCg1 inh: blocks human PLC-gamma1 enzyme activity; inhibition, % at 12.2 µM; 370,000 tested, 0.84% active; P19174; AID 720700; purified PLC-gamma1, fluorogenic substrate, fluorescence; in the data active means inhibition above about 9.5%
* = called active by the depositor; / = no result given.

SMILES | DAX1 inh-1 | hgDAF12 agonist | FXN GAA850 act | ssDAF-12 act | hcDAF-12 act | ADAM10 inh | sPLA2-III inh | ADAM17 inh | DAX1 inh-2 | PLCb3 inh | PLCg1 inh
O=C(N[C@H](Cc1ccccc1)C(=O)NC1CCCCC1)[C@H]1O[C@@H](n2ccc(=O)[nH]c2=O)[C@H](O)[C@@H]1O | -0.1 | -3.0 | / | -0.7 | 0.7 | -4 | -2 | -2 | / | 0 | 0
O=C(Nc1ccc(Nc2ccccc2)cc1)c1c(F)c(F)c(F)c(F)c1F | -0.5 | -0.6 | 0.6 | -1.4 | -1.5 | 20* | 19 | 14* | -0.5 | -11 | 0
CN(Cc1ccc(Cl)cc1Cl)C(=O)Cc1ccc(S(=O)(=O)N2CCOCC2)s1 | -1.6 | -1.6 | 2.5 | -0.5 | -0.4 | -5 | -37 | 1 | -0.8 | -7 | -3
N#C/C(=C/c1ccc(N2CCCCC2)o1)C(=O)Nc1ccc(Cl)cc1 | 1.2 | 11* | 4.9 | -1.6 | -0.9 | -4 | -23 | -2 | -0.1 | -8 | -9
CC(=O)NNC(=O)c1csc(Cc2c(Cl)sc3ccc(Cl)cc23)n1 | -0.8 | 0.7 | -1.5 | -0.5 | -0.3 | -7 | -20 | 0 | 1.0 | -10 | -1
O=c1cc(CSc2ccc(Cl)cc2)nc2nc[nH]n12 | 0.3 | 0.7 | 0.6 | -1.3 | -1.2 | -9 | 4 | 0 | 1.6 | 2 | -1
Cc1cccc(C)c1NC(=O)NC1(C(=O)N2CCCC2)CCCCC1 | -0.3 | 2.2 | 0.8 | -0.7 | 0.9 | 1 | 3 | -2 | 0.2 | -7 | 0
COCCN(C(=O)CCC(=O)Nc1nccs1)C(C(=O)NC(C)(C)C)c1ccc(Cl)cc1 (configuration not stated) | 0.7 | -3.7 | -2.1 | -0.2 | -0.3 | 4 | -4 | 2 | -0.8 | 5 | 1
CCCCSc1nc2c(cnn2-c2ccc(Cl)cc2)c(=O)[nH]1 | -0.1 | 1.6 | 0.0 | -0.6 | 1.2 | 14 | 0 | -3 | 0.8 | 1 | 0
CCN1CCN(c2ccc(NC(=O)CCc3c(C)nc4c(-c5ccccc5)c(C)nn4c3C)cc2)CC1 | -0.3 | 1.3 | -6.8 | -1.3 | 2.4 | -3 | -15 | -1 | -1.0 | -85 | -66
COc1ccc(C(=O)O/N=C(\N)c2ccc(Br)cc2)cc1 | 0.2 | 4.8 | 4.1 | -0.6 | -1.4 | 1 | 8 | -4 | 0.1 | -7 | 1
CCCCCn1c(SCC(=O)c2ccccc2)nc2cc(C(=O)NCC3CCCO3)ccc2c1=O (configuration not stated) | 0.4 | 0.6 | -2.3 | -1.7 | 0.4 | 1 | 2 | -6 | -0.2 | -8 | -2
CC(NC(=O)COC(=O)/C=C/c1cccc(C(F)(F)F)c1)c1ccccc1 (configuration not stated) | -0.1 | 0.6 | 0.4 | -0.6 | 0.1 | 3 | 6 | 1 | -1.1 | -3 | 3
COc1ccccc1N1CCN(C(=O)c2cn(-c3ccccc3)nc2-c2cccnc2)CC1 | 0.7 | -4.0 | -0.1 | -1.9 | -1.0 | 10 | -2 | 2 | 0.3 | 1 | 1
Fc1ccc2c(c1)c1n[nH]c(=S)nc1n2CCc1ccccc1 | -0.6 | -1.5 | -1.8 | -1.3 | -3.5 | 0 | 13 | -5 | -1.2 | -9 | -3
Cc1nc(-c2ccccc2)sc1C(=O)CSc1ccc(Br)cc1 | 0.0 | 1.1 | 1.1 | -1.6 | 0.8 | -1 | 2 | -1 | -0.2 | 0 | 1
Cc1ccc(CN2C(=O)CCC2C(=O)NCCN(CC(C)C)CC(C)C)cc1 (configuration not stated) | -0.4 | -0.9 | -0.5 | -0.8 | -0.3 | -11 | 14 | 3 | 0.9 | 4 | 1
Cc1nn(-c2ccccc2)c(C)c1C(=O)OC/C(O)=C(\C#N)c1nc2ccccc2[nH]1 | 1.0 | -0.8 | -1.7 | -0.8 | 2.4 | 2 | -15 | -2 | -1.2 | -47 | -33
Cc1cc(NC(=O)C2CCN(S(=O)(=O)c3c(C)noc3C)CC2)ccc1Br | -0.3 | -0.9 | 2.1 | -1.4 | 0.7 | 6 | 3 | -3 | -0.7 | -3 | 1
CCc1cccc(C)c1NC(=O)c1ccccc1 | 0.0 | -0.5 | -0.1 | -0.7 | 3.4 | -11 | 8 | -6 | -0.7 | -3 | -3

Only DAX1 inh-1, hcDAF-12 act and ssDAF-12 act, for some of the entries so far:
Molecule	DAX1 inh-1	hcDAF-12 act	ssDAF-12 act
CCCCCn1c(SCC(=O)c2ccccc2)nc2cc(C(=O)NCC3CCCO3)ccc2c1=O (configuration not stated)	0.4	0.4	-1.7
CC(NC(=O)COC(=O)/C=C/c1cccc(C(F)(F)F)c1)c1ccccc1 (configuration not stated)	-0.1	0.1	-0.6
COc1ccccc1N1CCN(C(=O)c2cn(-c3ccccc3)nc2-c2cccnc2)CC1	0.7	-1.0	-1.9
Fc1ccc2c(c1)c1n[nH]c(=S)nc1n2CCc1ccccc1	-0.6	-3.5	-1.3
Cc1nc(-c2ccccc2)sc1C(=O)CSc1ccc(Br)cc1	0.0	0.8	-1.6

The listing picks up, starting 2 compounds before the break.
SMILES | DAX1 inh-1 | hgDAF12 agonist | FXN GAA850 act | ssDAF-12 act | hcDAF-12 act | ADAM10 inh | sPLA2-III inh | ADAM17 inh | DAX1 inh-2 | PLCb3 inh | PLCg1 inh
Cc1cc(NC(=O)C2CCN(S(=O)(=O)c3c(C)noc3C)CC2)ccc1Br | -0.3 | -0.9 | 2.1 | -1.4 | 0.7 | 6 | 3 | -3 | -0.7 | -3 | 1
CCc1cccc(C)c1NC(=O)c1ccccc1 | 0.0 | -0.5 | -0.1 | -0.7 | 3.4 | -11 | 8 | -6 | -0.7 | -3 | -3
COc1ccccc1CNC(=O)C1CC(=O)N(C2CCCC2)C1 (configuration not stated) | 0.1 | -2.4 | -2.2 | 0.1 | -1.1 | 0 | 1 | 2 | 0.1 | 6 | 2
COc1cccc(N2CCN(S(=O)(=O)c3cn(C)cn3)CC2)c1 | -0.3 | 1.4 | 1.6 | -1.3 | -1.4 | 11 | 11 | -4 | 1.1 | -8 | -1
CCN(CC)Cc1c(O)ccc2c1O/C(=C\C=C\c1ccccc1)C2=O | -2.9 | -7.5 | -12 | -2.2 | -3.5 | -121 | -32 | -45 | -1.4 | -439 | -286
COC(=O)C1=C(C)N(Cc2ccccc2)C(=NCCCCO)N[C@H]1c1cccc(C(F)(F)F)c1 | 0.3 | 1.9 | -6.5 | -1.5 | -0.2 | -16 | 6 | -6 | 0.7 | -20 | -5
COC1=C(c2ccccc2)C(=O)c2ccccc2C1=O | -1.1 | -3.4 | -2.0 | -0.4 | 4.2 | -5 | 1 | -1 | 0.5 | -4 | -5
O=C(Nc1cccnc1)C1OCCc2ccccc21 (configuration not stated) | -0.1 | 0.4 | 1.0 | -1.5 | -0.9 | 0 | -1 | -2 | 0.8 | 1 | 0
O=C(OCc1ccccc1)N1CCOCCN(C(=O)OCc2ccccc2)CCOCC1 | -0.7 | -2.1 | -0.6 | -1.7 | -1.7 | -7 | -8 | -7 | -1.0 | -6 | -1
COc1cc(CNc2nnnn2C)ccc1OCc1ccc(F)cc1Cl | -0.2 | -0.3 | 0.0 | -1.6 | -1.0 | 5 | -14 | -2 | -0.2 | 9 | 4
CC1=C(C(=O)Nc2ccccc2)C(c2coc3ccccc3c2=O)C2=C(CCCC2=O)N1 (configuration not stated) | -0.5 | -2.5 | 1.6 | -0.3 | 4.0 | -16 | 8 | -2 | -0.9 | -17 | -6
C=CCCC(=O)N[C@H]1CC[C@@]23CCCN2C(=O)CCC[C@H]3[C@H]1C | / | -2.3 | / | -0.9 | 0.3 | -5 | 3 | -4 | / | 3 | 1
CCc1ccc(/C=N\NC(=O)c2ccc(Br)o2)s1 | 3.3 | 15* | 2.3 | -0.4 | 2.8 | -10 | 3 | -1 | 2.2 | -8 | -7
COc1cccc2cc(C(=O)NCCc3c[nH]c4ccccc34)c(=O)oc12 | 0.0 | -2.9 | 1.3 | -0.6 | -1.4 | 0 | -44 | 1 | 0.1 | -8 | -7
O=C(Nc1cc(S(=O)(=O)N2CCCCC2)ccc1Cl)c1ccccc1NS(=O)(=O)c1ccc(F)cc1 | -3.7 | -9.3 | -6.5 | -2.5 | -5.4 | -55 | -94 | -33 | -3.8 | -90 | -79
O=C(Cn1cc(C(F)(F)F)ccc1=O)NCc1ccc(F)cc1 | 0.4 | 5.5 | 2.9 | 0.3 | 0.2 | -9 | 6 | -2 | 0.6 | -5 | 0
CNC(=O)C[C@@H]1C(=O)N(c2ccc(Br)cc2)CC1(C)C | -0.8 | 0.5 | 2.3 | -1.2 | 0.8 | -15 | 2 | -2 | -0.4 | 0 | 0
CCOc1ccc(NC(=O)CN(C)C(=O)c2ccc(N3CCCCC3)c([N+](=O)[O-])c2)cc1OCC | -1.4 | -1.6 | 0.4 | -1.0 | 0.3 | -5 | -5 | 2 | 0.0 | -3 | 1
COc1cccc(-n2c(SCC(=O)NC(C)(C)C)nnc2-c2ccoc2C)c1 | -0.1 | -1.2 | 1.3 | -1.2 | -1.1 | 4 | 2 | 3 | -0.7 | 2 | 5
CS(=O)(=O)c1ccccc1-c1nc(-c2cc(C(F)(F)F)cc(C(F)(F)F)c2)no1 | 0.0 | -0.5 | 0.8 | -1.0 | 2.8 | 5 | 5 | -2 | -1.6 | 3 | 3
CCCCOc1cc(C)nc(NCc2ccccc2)n1 | 0.7 | -0.7 | -0.6 | -1.2 | -0.3 | 14 | 11 | 11* | 0.0 | 5 | 9
O=C(COC(=O)c1ccc(F)cc1F)c1ccc[nH]1 | -0.5 | 1.9 | 1.9 | -1.0 | -0.8 | 3 | 3 | 0 | -0.4 | -1 | 2
COc1ccc2c(CC(=O)N[C@@H](Cc3c[nH]c4ccccc34)C(=O)O)cc(=O)oc2c1 | 0.4 | 0.7 | -0.7 | 0.3 | 1.9 | -81 | -28 | -26 | -0.6 | -41 | -28
O=C(Cc1cccc(C(F)(F)F)c1)OCC(=O)N1CCN(S(=O)(=O)c2ccc(Cl)cc2)CC1 | 1.2 | 1.0 | -1.5 | -0.1 | 0.1 | 8 | -25 | 2 | 1.0 | -5 | 4

Reformatted with two lines to a compound: part of the list above
Values in the order – DAX1 inh-1, hgDAF12 agonist, FXN GAA850 act, ssDAF-12 act, hcDAF-12 act, ADAM10 inh, sPLA2-III inh, ADAM17 inh, DAX1 inh-2, PLCb3 inh, PLCg1 inh
CS(=O)(=O)c1ccccc1-c1nc(-c2cc(C(F)(F)F)cc(C(F)(F)F)c2)no1
  0.0, -0.5, 0.8, -1.0, 2.8, 5, 5, -2, -1.6, 3, 3
C=CCCC(=O)N[C@H]1CC[C@@]23CCCN2C(=O)CCC[C@H]3[C@H]1C
  /, -2.3, /, -0.9, 0.3, -5, 3, -4, /, 3, 1
